# Screens deposited in PubChem BioAssay by NCI.
# Growth percent in the NCI-60 one-dose screen (48 h, 10 µM unless noted): 100 = growth as untreated, 0 = no growth, -100 = all killed.
# SN12C: SN12C renal cancer cells; 3.8% of 81,000 active; AID 1794767
# 786-0: 786-0 renal cancer cells; 5.1% of 81,000 active; AID 1794775
# TK-10: TK-10 renal cancer cells; 3.9% of 81,000 active; AID 1794769
# HCC-2998: HCC-2998 colon cancer; 4.7% of 79,000 active; AID 1794799
# UO-31: UO-31 renal cancer; 5.2% of 81,000 active; AID 1794768
# SW-620: SW-620 colon cancer | AID 1794795 | 5.2% of 82,000 active
# HT29: HT29 colon cancer | 7.4% of 81,000 active | AID 1794748
# HCT-116: HCT-116 colon cancer | AID 1794798 | 7.3% of 82,000 active
# HCT-15: HCT-15 colon cancer; 5.2% of 82,000 active; AID 1794746
# Starred values were filed as active, the others as inactive; · = not tested or not shown; & = joins results of further samples; [ ] = another dose, or the depositor's remark. How the source made its calls: active means growth percent below 10; inactive means the rest.
SMILES,SN12C,786-0,TK-10,HCC-2998,UO-31,SW-620,HT29,HCT-116,HCT-15
COC(=O)[C@H](Cc1ccccc1)NC[C@@H](O)CN1C(=O)/C(=C\c2cc(OC)c(OC)c(OC)c2)c2ccccc21,99,96,106,107,78,97,105,102,96
O=S(=O)(O)c1cccc2c(N=Nc3ccc(N=Nc4ccc(Nc5ccccc5)c5c(S(=O)(=O)O)cccc45)c4ccccc34)cccc12,108&73,110&85,102&90,110&61,83&52,93&90,93&86,107&56,99&45
CC1CNC(=O)N1 (stereo not given),114,107,102,108,86,102,100,119,100
COc1ccc2cc([C@H](C)C(=O)N/N=C/c3ccc(F)cc3)ccc2c1,88,90,104,106,72,·,100,100,99
COc1cc(C)cc2oc3oc(=O)c(-c4csc(-c5cc6ccccc6o5)n4)cc3c(=O)c12,96,106,113,102,81,97,103,99,102
Cc1nnc2nc(-c3ccccc3)nc(-c3ccccc3)n12,103,75,96,57,53,96,76,72,95
COc1ccc(-c2nnc(SCC(=O)Nc3ccc(C(=O)/C=C/c4cc(OC)c(OC)c(OC)c4)cc3)n2-c2ccccc2)cc1,88,102,109,98,82,90,92,40,73
Cc1c(-c2c(Cl)cccc2Cl)noc1CN(C)C,111,99,107,100,90,107,103,109,108
c1cncc(-c2cn3nc(-c4c[nH]c5ccccc45)sc3n2)c1,62,22,94,59,45,29,22,29,28
COc1cc(OC)cc(-c2cc3ccc(N(C)C)cc3c(=O)[nH]2)c1,37,30,79,41,52,34,12,8.7*,19
OCC(Nc1ncnc2ccc(-c3cnc4cnccn34)cc12)c1ccccc1 (stereo not given),81,64,40,83,37,105,83,79,92
Nc1nnc(-c2ccc(OCc3nnc(-c4ccccc4Cl)o3)cc2)s1,88,100,113,98,80,96,109,101,94
Nc1c2c(=S)n(-c3ccccc3)c(=S)n(-c3ccccc3)c2nc(=NCc2ccccn2)n1-c1ccccc1,107,76,98,98,60,106,58,84,90
CCN(C(=O)CN1CCN(c2cc3c(cc2F)c(=O)c(C(=O)O)cn3C2CC2)CC1)c1nc(-c2ccc(Cl)cc2)cs1,97,97,96,107,91,105,80,93,81
CC(C)(C)OC(=O)NCCc1ccc(N=C=S)cc1,91,80,·,90,63,71,·,66,56
CS(=O)(=O)c1ccc(C(=O)N=Nc2c(O)[nH]c3ccc(F)cc23)cc1,103,100,103,109,87,101,102,99,98
CC1(C)CC[C@]2(C(=O)O)CC[C@]3(C)C(=CC[C@@H]4[C@@]5(C)C/C(=C/c6ccncc6)C(=O)C(C)(C)[C@@H]5CC[C@]43C)[C@@H]2C1,86,96,101,89,66,79,68,53,50
O=S(=O)(NCCNc1nccc(-c2c(-c3ccccc3)nc3sccn23)n1)c1ccc(F)cc1,66,46,65,115,30,81,52,42,53
N#Cc1c(-c2ccc(Br)cc2)nc(SCC(=O)c2ccccc2)[nH]c1=O,103,101,106,98,82,96,100,104,100
O=C(CSc1nnc(-c2ccccc2)n1-c1ccccc1)Nc1ccc(C(=O)/C=C/c2ccc(Cl)cc2)cc1,103,103,105,110,87,99,107,107,100
O=C(/C=C/c1coc(-c2ccc(F)cc2)n1)c1ccc(F)cc1,94,110,114,117,85,99,91,103,100
COc1ccc(Cn2cc3c(c2-c2ccc(O)cc2)CCc2cnoc2-3)cc1,41,29,73,-21*,35,22,20,11,21
COc1cc2c(cc1NC(=O)C(Cl)Cl)-c1ccc(NC(=O)C(Cl)Cl)cc1C2,59,48,-12*,-98*,-9.3*,-12*,-35*,-61*,-7.2*
NNC(=O)Cc1c[nH]c2ccccc12,92,101,99,99,95,97,102,94,96
COc1ccc(C(=O)Cn2cc(CN3CCN(c4cc5c(cc4F)c(=O)c(C(=O)O)cn5C4CC4)CC3)nn2)cc1,98,94,106,102,84,108,109,96,99
O=C(OCCCN1CCCCC1)c1ccccc1,104,102,103,108,95,109,99,92,102
Nc1nc(=O)[nH]c2ccc(S(=O)(=O)c3ccc(Cl)cc3)cc12,103,102,92,103,97,107,97,100,109
O=NN(CCCl)C(=O)NCc1ccc(-c2ccc(CNC(=O)N(CCCl)N=O)cc2)cc1,98,95,105,101,68,89,97,89,99
Cc1nc(N)nc(N)c1-c1ccccc1,98,77,111,96,81,50,50,35,59
C=C(CC)CCCC,104,106,125,91,89,104,115,101,110
O=S1(=O)C=C(c2ccccc2)C(c2ccccc2)=C1,13,3.9*,-37*,15,-6.4*,-83*,-34*,-75*,-6.7*
O=C(CCCOc1ccc(Cl)cc1Cl)OCCOc1ccc(Cl)cc1Cl,106,103,99,100,80,104,97,88,99
N#C/C(=C\NC(=S)N=Nc1c(O)[nH]c2ccccc12)C(=O)c1ccc2ccccc2c1,110,103,122,105,74,99,96,89,101
Cn1cc(-c2nn3cc(-c4cccs4)nc3s2)c2cc(Cl)ccc21,96,107,101,109,42,97,82,83,76
CCCSc1nc(Oc2ccccc2/C=C2/SC(=O)NC2=O)c(C#N)c(-c2ccc(F)cc2)n1,96,108,116,105,78,100,125,104,100
CCN1CCOCC1,·,97,155,102,99,105,130,111,102

# Some entries already given, reduced to HCC-2998 and SW-620.
SMILES	HCC-2998	SW-620
O=C(OCCCN1CCCCC1)c1ccccc1	108	109
Nc1nc(=O)[nH]c2ccc(S(=O)(=O)c3ccc(Cl)cc3)cc12	103	107

# (cont.)
SMILES,SN12C,786-0,TK-10,HCC-2998,UO-31,SW-620,HT29,HCT-116,HCT-15
CCOC(=O)N1C[C@@H](C)N(C(=S)Nc2ccccc2)C[C@@H]1C,99,96,104,104,87,102,105,108,110
Clc1ccccc1OCCSc1n[nH]c2nc3ccccc3n12,92,59,82,91,84,114,95,27,90
IC1CC2CC1C1C=CCC21 (stereo not given),97,98,106,109,79,103,102,82,101
COc1ccc(C2=NN(C(=O)c3cc(OC)c(OC)c(OC)c3)C(c3ccc(N(C)C)cc3)C2)cc1 (stereo not given),31,14,56,1.8*,19,28,19,12,11
COC(=O)N/N=C/c1cc(OC)ccc1O,104,100,105,108,92,105,111,111,103
CC(=O)Oc1ccc2c(c1)oc(=O)c1c3ccc(OC(C)=O)cc3oc21,97,108,106,104,92,·,117,102,104
O=C1NC(c2ccc(Cl)cc2)N=C2C(c3ccccc3)=NOC12 (stereo not given),105,96,104,102,97,102,101,106,101
NC(=O)OC[C@H](N)C(=O)O,95[20 µM],101[20 µM],85[20 µM],110[20 µM],90[20 µM],96[20 µM],100[20 µM],100[20 µM],105[20 µM]
COc1ccc(Br)cc1NC(=O)Nc1cccc2c1ccn2Cc1ccnc(N)c1,41,31,22,·,9.4*,19,-41*,17,1.9*
C/C1=C\CC[C@@]2(C)O[C@@H]2C[C@H]2C(CSc3ccccc3)C(=O)O[C@H]2[C@H](O)[C@@H](C)CCC1 (stereo not given in full),102,·,86,117,85,·,105,·,98
CC1(C)CC[C@]2(C(=O)O)CC[C@]3(C)C(=CCC4[C@@]5(C)C[C@@H](O)[C@@H]6OC(c7ccccc7[N+](=O)[O-])OC[C@@]6(C)C5CC[C@]43C)C2C1 (stereo not given in full),53,56,65,56,57,43,43,15,32
O=c1ccc2c(ccc3ncccc32)o1,106,110,105,107,77,115,100,113,108
Cc1ccc(N2C(=O)c3cccc4c(N)c(S(=O)(=O)O)cc(c34)C2=O)cc1,105,104,124,104,77,109,124,102,105
COc1ccc(-c2[nH]ncc2-c2ccncc2)cc1Cl,86,74,86,105,74,104,54,88,97
CCOC(=O)NC(C)(C)CC(C)(C)C,108,100,119,97,99,98,96,105,98
CC1(c2ccc(Cl)cc2)OC(=O)CC(=O)O1,102,111,121,102,90,105,·,100,102
Cc1ccc(S(=O)(=O)NC(=O)NC2C(O)OC(CO)C(O)C2O)cc1 (stereo not given),102,109,108,114,85,103,109,104,100
O=[N+]([O-])C=C(c1ccccc1)c1ccccc1,81,89,85,87,61,·,92,64,43
CC[C@]12C=CCN3CC[C@@]4(c5ccc(OC)cc5N(C)[C@H]4[C@@](O)(C(=O)OC)[C@@H]1OC(=O)CCC[P+](c1ccccc1)(c1ccccc1)c1ccccc1)[C@@H]32,2.7*,21,22,-22*,80,17,2.4*,8.7*,101
COC(=O)Nc1ccc2ccc3c(NC(=O)OC)ccc4ccc1c2c43 (tested in a mixture with another compound),68,60,86,58,42,39,31,22,36
C=Cc1cc2oc3ccccc3c(=O)c2c(O)c1-c1cc(OC)c2c(Cl)c(CCC)n(C)c(=O)c2c1O,101,94,98,106,70,105,105,82,99
COc1cccc2cc(N(C)c3nc(C)nc4c3CCC4)ccc12,17,3.8*,58,17,39,20,2.4*,-14*,8.1*
CCSc1nnc(C2=CC(=O)c3ccccc3C2=O)n1-c1ccc(Cl)cc1,98,100,123,79,78,106,112,94,96
Nc1ccc(S(=O)(=O)O)c2ccc(N=Nc3ccc(N=Nc4ccc(S(=O)(=O)O)cc4)c4ccccc34)c(O)c12,98,102,99,105,56,94,103,99,115

# An excerpt from above in order of number of heavy atoms, smallest number first:
SMILES,SN12C,786-0,TK-10,HCC-2998,UO-31,SW-620,HT29,HCT-116,HCT-15
NC(=O)OC[C@H](N)C(=O)O,95[20 µM],101[20 µM],85[20 µM],110[20 µM],90[20 µM],96[20 µM],100[20 µM],100[20 µM],105[20 µM]
IC1CC2CC1C1C=CCC21 (stereo not given),97,98,106,109,79,103,102,82,101
CCOC(=O)NC(C)(C)CC(C)(C)C,108,100,119,97,99,98,96,105,98
O=c1ccc2c(ccc3ncccc32)o1,106,110,105,107,77,115,100,113,108
COC(=O)N/N=C/c1cc(OC)ccc1O,104,100,105,108,92,105,111,111,103
O=[N+]([O-])C=C(c1ccccc1)c1ccccc1,81,89,85,87,61,·,92,64,43
COc1ccc(-c2[nH]ncc2-c2ccncc2)cc1Cl,86,74,86,105,74,104,54,88,97
O=C1NC(c2ccc(Cl)cc2)N=C2C(c3ccccc3)=NOC12 (stereo not given),105,96,104,102,97,102,101,106,101
COc1cccc2cc(N(C)c3nc(C)nc4c3CCC4)ccc12,17,3.8*,58,17,39,20,2.4*,-14*,8.1*
Cc1ccc(S(=O)(=O)NC(=O)NC2C(O)OC(CO)C(O)C2O)cc1 (stereo not given),102,109,108,114,85,103,109,104,100
CC(=O)Oc1ccc2c(c1)oc(=O)c1c3ccc(OC(C)=O)cc3oc21,97,108,106,104,92,·,117,102,104
CCSc1nnc(C2=CC(=O)c3ccccc3C2=O)n1-c1ccc(Cl)cc1,98,100,123,79,78,106,112,94,96
COc1ccc(Br)cc1NC(=O)Nc1cccc2c1ccn2Cc1ccnc(N)c1,41,31,22,·,9.4*,19,-41*,17,1.9*
C/C1=C\CC[C@@]2(C)O[C@@H]2C[C@H]2C(CSc3ccccc3)C(=O)O[C@H]2[C@H](O)[C@@H](C)CCC1 (stereo not given in full),102,·,86,117,85,·,105,·,98
COc1ccc(C2=NN(C(=O)c3cc(OC)c(OC)c(OC)c3)C(c3ccc(N(C)C)cc3)C2)cc1 (stereo not given),31,14,56,1.8*,19,28,19,12,11
C=Cc1cc2oc3ccccc3c(=O)c2c(O)c1-c1cc(OC)c2c(Cl)c(CCC)n(C)c(=O)c2c1O,101,94,98,106,70,105,105,82,99
Nc1ccc(S(=O)(=O)O)c2ccc(N=Nc3ccc(N=Nc4ccc(S(=O)(=O)O)cc4)c4ccccc34)c(O)c12,98,102,99,105,56,94,103,99,115
CC1(C)CC[C@]2(C(=O)O)CC[C@]3(C)C(=CCC4[C@@]5(C)C[C@@H](O)[C@@H]6OC(c7ccccc7[N+](=O)[O-])OC[C@@]6(C)C5CC[C@]43C)C2C1 (stereo not given in full),53,56,65,56,57,43,43,15,32
CC[C@]12C=CCN3CC[C@@]4(c5ccc(OC)cc5N(C)[C@H]4[C@@](O)(C(=O)OC)[C@@H]1OC(=O)CCC[P+](c1ccccc1)(c1ccccc1)c1ccccc1)[C@@H]32,2.7*,21,22,-22*,80,17,2.4*,8.7*,101

# (more compounds)
SMILES,SN12C,786-0,TK-10,HCC-2998,UO-31,SW-620,HT29,HCT-116,HCT-15
O=C(O)C(Cc1ccccc1[N+](=O)[O-])N1C(=O)c2ccccc2C1=O (stereo not given),95,109,116,101,78,92,126,100,94
C#C[C@@H]1C[C@H](O)Cc2ccc(Cl)c(C)c2N1,106,106,111,105,90,99,·,110,110
COc1cc2c(cc1-c1c(C)noc1C)ncc1nc(C3CCCCC3)n([C@@H](C)COC(F)F)c12,55,43,29,50,24,59,13,25,21
O=S(=O)(Nc1ccc(I)cc1)c1ccc(-c2cnc(C3CC3)o2)cc1,71,77,97,79,73,28,27,39,37
COc1cccc(C(=O)NNc2nc(N3CCOCC3)nc(N3CCN(C(c4ccccc4)c4ccccc4)CC3)n2)c1,75,87,87,100,40,96,95,85,89
COc1ccc(-c2cc(-c3cccs3)n(S(=O)(=O)c3ccccc3)c(=O)c2C#N)cc1,98,85,145,92,86,107,106,88,100
Nc1nnc(-c2ccccc2O)cc1N1CCN(C(=O)CCOCCOc2cccc3c2C(=O)N(C2CCC(=O)NC2=O)C3=O)CC1 (stereo not given),98[1 µM],99[1 µM],106[1 µM],102[1 µM],93[1 µM],100[1 µM],106[1 µM],100[1 µM],103[1 µM]
COc1ccc(/C=C/C(=O)n2nnnc2-c2ccccc2)cc1,87,102,97,111,70,103,97,100,100

# Hits appear at their usual frequency; overall some 12% were active at least once.
